C2C12 statin: protects C2C12 myotubes from simvastatin toxicity; ATP luminescence, 48 h; scaled: DMSO 0, geranylgeraniol control 100; rescue of ATP level, % at 7.49 µM; actives 0.78% (n = 330,000); AID 602340;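 active means mean ATP rescue above about 67%, or every replicate alone reaching that limit, limit read from the data, passing the limit was not always enough; inconclusive means no clear call, values can overlap the other calls; inactive means mean under the limit and some replicate under it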;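 further: myotubes were challenged with 10 µM simvastatin during compound exposure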
LGR2 inh: Drosophila LGR2 receptor signaling inhibition. HEK293 LGR2, CRE-luciferase, bursicon-stimulated, 4 h. actives 0.35% (n = 380,000). inhibition, % at 9.99 µM;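 active means drop in luminescence signal, shown as inhibition above about 50% in the replicate tests, limit read from the data, passing the limit was not always enough; inconclusive means probably only some replicates passing the limit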;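 further: agonist challenge used bursicon conditioned medium at about half maximal strength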
PAX8 reporter: PAX8 transcriptional activity inhibition; inhibition, % at 12.6 µM; actives 1.2% (n = 360,000); AID 652154; RMG-I TPO-luciferase reporter, SteadyGlo, 24 h;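 active means mean replicate inhibition at least 60% with every replicate also reaching 60%; inconclusive means only one of the two criteria is met; inactive means mean below 60% and not all replicates reaching 60%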;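 further: luciferase light reporting Pax8 driven TPO promoter activity; plate controls were median of neutral control wells for no effect and mitoxantrone controls for full effect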
Cneo AK release: causes C. neoformans cell lysis. adenylate kinase release luminescence, 4 h; normalised: neutral wells 0, clomiphene wells 100. lysis activity, % at 15 µM. actives 0.2% (n = 360,000). AID 651654;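 active means mean lysis activity across replicates of at least 80%, whatever share of replicates individually reach that level; inactive means mean lysis activity below 80%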
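Assay system: log-phase C. neoformans yeast / Quantity: yeast cell density of 5 × 10^6 cells/mL / Medium: fresh YPD growth medium / Compound: single dose / Timing: static 4 h at 37 °C with compound, 1 h detection / Measured by: adenylate kinase release luminescence / Read-out: lysis from increased AK signal / Benchmarks: Clomiphene as positive lysis control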
ARNT-TACC3 inh: disrupts binding between human ARNT and TACC3; inhibition, % at 9.99 µM; AlphaScreen His-ARNT PAS-B/GST-TACC3 binding, luminescence; TACC3 fragment carries E629A point mutation; Q9Y6A5; actives 0.66% (n = 390,000);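 active means mean inhibition of replicates at least 50% and at least half of replicates each reaching 50%; inconclusive means half or more replicates reach 50% but mean below 50%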;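 further: 0% = complete ARNT plus TACC3 wells and 100% = ARNT alone without TACC3; many hits fall short of the cut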
PGC1a acetyl inh: PGC1a acetylation modulation, inhibitor mode. actives 0.17% (n = 350,000). AID 651687. inhibition, % at 15.6 µM. U2OS PGC1a acetylation, AlphaScreen anti-acetyl-lysine; with virally co-expressed GCN5 acetyltransferase;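 active means every replicate shows inhibition of at least 40%; inconclusive means mean inhibition at least 40% but some replicate below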;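 further: 0% = neutral control wells and 100% = positive control wells; some results beyond the cut were filed as inactive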
INS-1E GSIS act: primary screen for activators of insulin secretion dependent on glucose, INS-1E cells, GLuc reporter luminescence. INS-1E GLuc reporter insulin secretion, 2-3 h. activation, % at 16.6 µM. actives 0.61% (n = 370,000). AID 743287;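 active means lowest replicate activation of at least 40%, so every replicate reaches that level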;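 further: 0% = median of neutral control wells and 100% = median of IBMX positive control wells; some compounds called inactive have numbers as strong as hits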
PglD DTNB: blocks C. jejuni PglD acetyltransferase activity; purified PglD enzyme, DTNB colorimetric CoA detection; inhibition, % at 12.5 µM; actives 0.098% (n = 360,000); in the data active means inhibition above about 16%, passing the limit was not always enough; inconclusive means no clear call, values can overlap the other calls; further: strong numbers were not always called active
* marks the source's active call; other numbers are inactive results; ? = inconclusive; / = no result given; & = joins results of further samples; ! = not confirmed by another sample. Compounds as they come; 2.9% or so of the library scored in one or more.

canonical_smiles	ARNT-TACC3 inh	Cneo AK release	PAX8 reporter	PglD DTNB	LGR2 inh	INS-1E GSIS act	C2C12 statin	PGC1a acetyl inh
CC(=O)Nc1ccc(C(=O)NNC(=O)CCc2ccccc2)cc1	-2	1	/	10	19	5	0	-5
CCOC(=O)[C@@H]1[C@H]2COc3ccccc3[C@@H]2N2C(=O)N(c3ccc(F)cc3)C(=O)[C@]12C	-9	-3	8	1	7	-18	16	1
CS(=O)(=O)N(CC(=O)N1CCCC1)Cc1ccc(Cl)cc1	-4	/	-21	/	-9	24	/	/
CC(C)CC(c1nnnn1CC1CCCO1)N1CCN(Cc2ccc3c(c2)OCO3)CC1 (stereo not drawn)	18	-3	/	1	/	/	7	1
COc1ccccc1OCCNC(=O)c1ccc(NC(=O)CC2SC(N3CCCC3)=NC2=O)cc1 (stereo not drawn)	/	0	-1	3	2	-8	9	2
CC(C)(C)OC(=O)NCc1nc(N)n[nH]1	-5	2	/	-1	/	/	/	-13
C=CCN(CC=C)C(=O)c1cccc(S(=O)(=O)N2c3ccccc3CC2C)c1 (stereo not drawn)	-1	2	23	-4	1	-30	-1	0
CCCCNC(=O)C1CCCN(S(=O)(=O)c2ccc(S(=O)(=O)NCC(C)C)cc2)C1 (stereo not drawn)	-17	0	/	-2	7	-16	0	-5
CC(C)(C)OC(=O)C[C@@H]1C/C=C\C[C@H](CC(=O)NCCO)C(=O)NC[C@@H](c2ccccc2)OC1=O	0	-3	-4	0	-6	1	4	5
CN(C)CCCCCNCCCNC(=O)/C=N\O	-1	0	/	-3	-4	39	-16	10
OCCN(CCO)c1nc(-c2ccccc2)nc2c1oc1ccccc12	18	/	-5	/	20	4	/	/
C[C@H](CO)N1C[C@H](C)[C@@H](CN(C)S(=O)(=O)c2ccc(Cl)cc2)Oc2c(NC(=O)c3nc4ccccc4s3)cccc2C1=O	-3	-10	72*	1	9	-6	-9	5
CC1CCCN(C(=O)c2ccc(OC3CCN(CCc4ccccc4)CC3)cc2)C1 (stereo not drawn)	0	1	-10	-5	-7	-27	-12	6
CCOc1ccc(C(=O)NCCCN2CCCC2=O)cc1	-4	1	-16	3	/	/	-2	-8
Cc1cc(C)n2nc(Nc3ccccc3)cc2n1	-1	-1	/	-1	/	/	-2	-9
Cc1c(N=C2NC(=O)C(CC(=O)Nc3ccccc3)S2)c(=O)n(-c2ccccc2)n1C (stereo not drawn)	/	-4	/	1	6	16	13	-17
C[C@H]1CN([C@@H](C)CO)C(=O)Cc2cc(NC(=O)C3CCCCC3)ccc2O[C@@H]1CN(C)Cc1ccccc1	-7	0	-9	-1	-11	3	13	1
Cc1ccc(Cl)cc1NC(=S)N(Cc1cccs1)C1CCCC1	3	6	3	-5	-3	-17	6	-4
COc1ccc(-c2cc(-c3nnc(COC(=O)CC4CCCC4)o3)c3ccccc3n2)cc1OC	2	/	-5	/	-23	8	-8	6
CN(C)Cc1nc2ccccc2c(=O)n1CC(=O)Nc1cccc(S(=O)(=O)N2CCOCC2)c1	3	-1	-10	4	-2	-5	2	-5
C/C(=N\Nc1nc2ccccc2[nH]1)c1ccc([N+](=O)[O-])cc1	4	4	-12	-9	-5	21	-40	7
CN(CC(=O)Nc1ccc(N2CCOCC2)cc1)C(=O)Cc1ccccc1	/	1	-16	-2	-14	12	7	/
O=C(NC(=S)Nc1ccccc1N1CCOCC1)c1ccco1	-2	/	-15	/	15	9	/	/
C[C@@H]1CN([C@H](C)CO)C(=O)c2cccc(NC(=O)c3nc4ccccc4s3)c2O[C@H]1CN(C)S(=O)(=O)c1cccs1	-2	-5	/	-3	6	7	/	6
CCOC(=O)c1ccc(OCc2c(C)noc2C)cc1	-18	-1	8	3	/	/	17	-6
CN(Cc1ccccc1)C(=O)Cn1nc(C(F)(F)F)c2c1CCC2	-8	2	-2	2	/	/	/	0
CN1C(=O)NC(c2ccc(Cl)cc2)C2=C1CC(C)(C)CC2=O (stereo not drawn)	-6	1	11	-3	25	4	10	2
Cc1cc(Nc2ccccc2Cl)c2ccccc2n1	8	1	-6	-2	-14	4	-25	-8
CN(C)C(=O)c1ccc(-c2ccc3c(c2)[C@@H]2[C@@H](CCN2Cc2cncnc2)[C@@H](CO)N3)cc1	26	-3	11	-1	2	7	9	-3
CC(C)(C)n1cnc2cc(NCc3cccs3)ccc21	23	0	-142	4	-43	-12	1	10
CC(C)=Cc1oc2ccc([N+](=O)[O-])cc2c1N1CC(C)OC(C)C1 (stereo not drawn)	-3	/	-13	/	11	10	/	/
Cc1cc(C(=O)COC(=O)c2ccc3c(c2)NC(=O)CS3)c(C)n1CC1CCCO1 (stereo not drawn)	6	-12	-31	0	-15	-26	/	/
COc1ccc(C(=O)OCC(=O)Nc2cccc(C(C)=O)c2)cc1OC	-1	-2	-10	-3	5	67*	-1	15
O=C(Cc1cccs1)NCc1cccc(Cl)c1	3	-4	-79	-2	-49	3	3	-3
O=[N+]([O-])c1ccc(Cl)c(NC(=S)N2CCCC2)c1	-14	0	-61	-4	-6	15	7	/
O=C(NCCOc1ccccc1)c1cc2ccccc2o1	/	7	-181	-6	/	/	/	-9
COc1cc(OC)c(C=NNC(=S)NC23CC4CC(CC(C4)C2)C3)c(OC)c1	19	/	7	/	-20	5	/	/
CCCC(=O)Nc1ccccc1-c1nnc(SC)[nH]c1=O	5	-1	3	2	11	/	-11	-4
CCOc1ccc(N2C(=O)CN(CC(=O)OC)C2=S)cc1	-4	/	12	/	2	-5	/	-5
O=C(CN1N=C(c2ccc(Cl)cc2)CCC1=O)NCCN1CCc2ccccc2C1	-5	-4	8	4	/	/	2	5
CC(C)NC(=O)Nc1ccc2c(c1)C(=O)N([C@H](C)CO)C[C@@H](C)[C@H](CN(C)C(=O)C1CCCCC1)OCCCC[C@@H](C)O2	-5	-1	0	2	25	-2	?	-18
Cc1ccc(OCCC(=O)OCC(=O)Nc2ccc3c(c2)OCO3)cc1	1	9	-3	3	5	17	18	/
O[C@@H]1CN(CC2CCCCC2)[C@@H](c2ccccc2)C[C@H]1n1cc(C2CC2)nn1	/	3	15	10	18	-16	19	/
COc1ccc(-c2ccc3c(c2)[C@@H]2[C@@H](CCN2C(=O)c2cccc(F)c2)[C@@H](CO)N3)cc1	8	6	0	1	-26	16	35	5
COc1cc(OC)cc(C(=O)NNC(=O)c2ccc(S(=O)(=O)N(C)c3ccccc3OC)cc2)c1	-4	1	-19	-2	10	-16	/	-3
Cc1ccc(-c2nc(CS(=O)CC(=O)NC3CCCCC3)c(C)o2)cc1 (stereo not drawn)	-2	1	11	2	-5	8	105*	-19
Cc1nn(C)cc1C(=O)NNC(=S)Nc1ccc(Cl)cc1	3	-7	-11	-1	/	/	-3	2
COc1ccc(CN(C)C[C@H]2Oc3c(NS(=O)(=O)c4ccc(Cl)cc4)cccc3C(=O)N([C@H](C)CO)C[C@@H]2C)cc1	1	0	35	5	-20	-2	21	-8
Cc1ccc(N(CC(=O)Nc2ccc(-c3nc4ccc(C)cc4s3)cc2)S(C)(=O)=O)cc1	0	-11	/	0	/	/	/	-8
Cc1cc(Cl)c(S(=O)(=O)NC(C(=O)O)C(C)C)cc1OCC(=O)NC1CCCCC1 (stereo not drawn)	-9	-5	-7	-5	/	/	-1	/
CCCNC(=O)N1CC2(C1)[C@H](c1ccccc1)[C@H](CO)N2C(=O)c1ccncc1	/	/	5	/	3	2	/	4
O=S(=O)(c1ccccc1)N1CC[C@@H]2[C@@H](CO)Nc3ccc(-c4ccccc4F)cc3[C@@H]21	21	3	10	-2	-4	-33	29	-13
C[C@@H]1CN([C@@H](C)CO)C(=O)c2c(c3ccccc3n2C)-c2ccccc2CO[C@@H]1CN(C)C(=O)Nc1ccccc1	2	3	/	3	6	-28	-16	-49
C[C@@H]1CN([C@H](C)CO)C(=O)c2cccc(NC(=O)c3cnccn3)c2O[C@@H]1CN(C)S(=O)(=O)c1ccccc1	/	/	-3	/	6	24	10	-2
Cc1cccc(NC(=O)Cn2cnc3c(oc4ccccc43)c2=O)c1	5	/	-8	/	9	-1	/	/
CN1CCCC1(C)C(=O)Nc1ccc(-n2cccc2)cc1 (stereo not drawn)	/	-1	-68	0	-10	2	3	1
CCOc1ccccc1OCC(=O)Nc1ccc(S(=O)(=O)N(C)C)cc1	-1	-1	-3	-3	/	/	-8	-4
CO[C@@H]1CN(C)C(=O)c2cc(NC(=O)C3CCC3)ccc2OC[C@@H](C)N(C(=O)CN(C)C)C[C@H]1C	5	44	-13	2	6	-4	-4	5
COc1cc(C2Nc3ccccc3C(=O)N2c2ccccc2OC)ccc1O (stereo not drawn)	-3	0	/	2	/	/	1	0
O=C(NC1CCC1)[C@@H]1[C@@H](CO)[C@@H]2Cn3c(ccc(-c4ccccc4)c3=O)[C@H]1N2CC1CC1	-21	1	/	-2	-2	0	-5	/

Next entries
canonical_smiles	ARNT-TACC3 inh	Cneo AK release	PAX8 reporter	PglD DTNB	LGR2 inh	INS-1E GSIS act	C2C12 statin	PGC1a acetyl inh
COc1ccc(-c2sc(Nc3ccc(F)c(F)c3F)nc2CCC(=O)NN)cc1	-4	3	3	-2	-31	-25	-4	-3
COc1ccc(S(=O)(=O)N2CCN(CCC(=O)Nc3ccccc3F)CC2)cc1	0	-1	/	7	0	-3	6	-12
Cc1ccc(Cn2ccc(NC(=O)c3cc(C)on3)n2)cc1	-1	/	-115	/	/	-1	2	-6
CC(=O)c1cccc(-c2ccnc3c2CC(C(=O)NCc2ccc(F)c(F)c2)O3)c1 (stereo not drawn)	/	-1	?	10	3	-50	-46	/
O=C(CN1C(=O)NC2(CCOc3ccccc32)C1=O)Nc1ccc2c(c1)OCCO2 (stereo not drawn)	/	2	-3	0	/	/	12	-11
Cc1nc2sc(C(c3cccs3)N3CCC(C(N)=O)CC3)c(O)n2n1 (stereo not drawn)	0	1	4	1	6	-2	14	/
CN1CCN(C(=O)C[C@H]2CC[C@@H]3[C@H](COC[C@H](O)CN3CC3CCOCC3)O2)CC1	-10	2	-11	4	-8	8	3	-3
Cc1ccc(-c2ccc([C@@H]3[C@H](CO)N4C(=O)CN(C(=O)CN5CCOCC5)C[C@@H]34)cc2)cc1	/	/	-10	/	-2	18	/	8
O=C1Nc2ccccc2N(O)N1c1cc(-c2ccc(Cl)cc2)[nH]n1	-7	0	-11	-7	/	1	/	8
N#Cc1cccc(-c2ccc(C3[C@@H]4CN(Cc5ccccc5F)C[C@H]3N4)cc2)c1 (stereo partly drawn)	/	/	-14&42	/	4&3	2&9	/	48*!
CCN1[C@@H]2c3ccc(-c4ccccc4)c(=O)n3C[C@H]1[C@H](CO)[C@H]2C(=O)Nc1ccccc1	5	3	/	-1	9	-6	5	/
CCc1ccc(NC(=O)CSc2nnc(CNC(=O)c3c(F)cccc3Cl)o2)cc1	-20	-1	4	0	/	/	/	-8
CSc1nnc(SCC2=NNC(=O)SC2)s1	-4	/	-19	/	-7	37	/	/
CCC(=O)N(C)C[C@@H]1Oc2ncc(/C=C/c3ccccc3)cc2C(=O)N([C@H](C)CO)C[C@H]1C	-2	3	/	0	14	1	-4	1

From PubChem
